From PubChem
Dicer inh = inhibitors of Dicer pre-microRNA processing, primary screen, biochemical, cat-ELCCA, chemiluminescence. AID 1347074, 2019. cat-ELCCA pre-miR-21 Dicer processing; active compounds read high. actives 6% (n = 47,000). Endoribonuclease Dicer (Homo sapiens), Q9UPY3. z-score at 25 µM; in the data active = z-score above about 3, passing the limit was not always enough;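 also: plate controls were vehicle for no effect and no enzyme for full effect; higher signal means more uncleaved substrate so more Dicer inhibition; strong numbers were not always called active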
Target sequence (Q9UPY3 whole entry, looked up): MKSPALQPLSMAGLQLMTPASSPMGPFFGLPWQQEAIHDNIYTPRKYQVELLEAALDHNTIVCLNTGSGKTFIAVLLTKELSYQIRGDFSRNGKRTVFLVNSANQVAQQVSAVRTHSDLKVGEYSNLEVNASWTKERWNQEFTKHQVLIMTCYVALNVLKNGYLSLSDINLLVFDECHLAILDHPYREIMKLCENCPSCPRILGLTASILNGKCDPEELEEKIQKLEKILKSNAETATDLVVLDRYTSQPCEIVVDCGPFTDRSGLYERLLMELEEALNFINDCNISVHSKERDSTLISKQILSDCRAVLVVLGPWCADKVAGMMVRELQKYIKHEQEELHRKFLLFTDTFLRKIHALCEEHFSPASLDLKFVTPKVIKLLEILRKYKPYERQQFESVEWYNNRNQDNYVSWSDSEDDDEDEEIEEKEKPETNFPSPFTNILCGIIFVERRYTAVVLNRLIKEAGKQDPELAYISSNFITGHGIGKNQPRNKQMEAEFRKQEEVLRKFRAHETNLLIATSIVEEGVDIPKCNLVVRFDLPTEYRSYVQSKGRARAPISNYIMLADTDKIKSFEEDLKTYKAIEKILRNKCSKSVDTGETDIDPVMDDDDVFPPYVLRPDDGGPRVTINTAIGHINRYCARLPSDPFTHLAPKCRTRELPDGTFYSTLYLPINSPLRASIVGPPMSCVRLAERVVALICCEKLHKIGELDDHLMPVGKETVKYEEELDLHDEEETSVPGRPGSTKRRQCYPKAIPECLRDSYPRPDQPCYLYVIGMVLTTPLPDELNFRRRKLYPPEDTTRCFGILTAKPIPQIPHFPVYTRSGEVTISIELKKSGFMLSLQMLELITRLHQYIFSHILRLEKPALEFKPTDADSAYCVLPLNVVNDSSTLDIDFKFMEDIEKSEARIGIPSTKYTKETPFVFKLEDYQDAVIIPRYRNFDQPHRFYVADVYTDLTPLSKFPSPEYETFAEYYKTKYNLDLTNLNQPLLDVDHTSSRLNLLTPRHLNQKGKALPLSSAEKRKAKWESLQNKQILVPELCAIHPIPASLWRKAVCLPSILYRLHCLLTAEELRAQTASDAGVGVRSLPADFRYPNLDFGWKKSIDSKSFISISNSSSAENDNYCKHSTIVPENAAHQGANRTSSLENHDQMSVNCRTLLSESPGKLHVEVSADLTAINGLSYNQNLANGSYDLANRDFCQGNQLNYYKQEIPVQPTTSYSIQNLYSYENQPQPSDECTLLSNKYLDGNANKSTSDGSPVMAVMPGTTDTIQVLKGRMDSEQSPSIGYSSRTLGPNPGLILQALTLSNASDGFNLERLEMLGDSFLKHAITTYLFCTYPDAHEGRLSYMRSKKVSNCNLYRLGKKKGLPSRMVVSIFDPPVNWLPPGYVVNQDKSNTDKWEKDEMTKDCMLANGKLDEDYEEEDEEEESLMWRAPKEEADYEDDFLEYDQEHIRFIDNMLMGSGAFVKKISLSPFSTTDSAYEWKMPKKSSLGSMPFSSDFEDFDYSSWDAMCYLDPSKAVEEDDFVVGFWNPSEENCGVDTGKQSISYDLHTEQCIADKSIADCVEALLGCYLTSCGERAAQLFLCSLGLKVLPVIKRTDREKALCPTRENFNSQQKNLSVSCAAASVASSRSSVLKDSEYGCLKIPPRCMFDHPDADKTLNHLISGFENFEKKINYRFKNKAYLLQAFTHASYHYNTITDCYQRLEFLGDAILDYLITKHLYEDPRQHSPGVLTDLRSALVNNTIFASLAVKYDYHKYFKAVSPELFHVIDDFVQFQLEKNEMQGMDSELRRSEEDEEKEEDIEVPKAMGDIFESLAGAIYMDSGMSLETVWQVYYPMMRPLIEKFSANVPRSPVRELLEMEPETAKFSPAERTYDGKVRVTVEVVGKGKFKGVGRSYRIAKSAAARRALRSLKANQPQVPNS
The depositor's hits bear a star.

| canonical_smiles | Dicer inh |
| --- | --- |
| CC1(C)CC(=O)C(C(C2=C(O)CC(C)(C)CC2=O)c2ccccc2Cl)C(=O)C1 (configuration not stated) | 0.51 |
| CC1=C(C(=O)OC2CCCC2)C(c2cccs2)C2=C(CCCC2=O)N1 (configuration not stated) | 0.85 |
| Cc1ccc2c(C)nc(Nc3nc(C)cc(=O)[nH]3)nc2c1 | 0.14 |
| CC(Sc1nc(-c2ccccc2)cc(C(F)(F)F)n1)C(=O)N1CCCC1 (configuration not stated) | 0.94 |
| O=C(O)CCCNc1nc(Cl)nc(N2CCCCC2)n1 | 5.7* |
| COc1cc2c(cc1OC)C(C)N(C(=O)c1ccc(Cl)cc1Cl)CC2 (configuration not stated) | -0.71 |
| COc1ccc(OC)c(C2Nc3ccc4ccccc4c3C3=C2C(=O)CC(C)(C)C3)c1 (configuration not stated) | 1.9 |
| CCN(CC)C(=O)C1Sc2nnc(C)n2NC1c1ccccc1 (configuration not stated) | 0.65 |
| CCc1ccc(S(=O)(=O)n2c(C)nc3ccccc32)cc1 | -0.54 |
| Cc1nn2c3c(cnc2c1-c1ccccc1)C(=O)CC(C)C3 (configuration not stated) | -0.09 |
| CCOC(=O)c1c(NC(=O)CCC(=O)O)sc2c1CCCC2=O | 3* |
| CC(C)(C)NC(=S)N(N)CCC#N | -0.59 |
| Cc1cc([N+](=O)[O-])nn1CC(=O)N1CCCc2ccccc21 | 0.18 |
| O=C(O)COc1ccc2oc3c(c2c1)CCCC3 | 0.97 |
| COc1ccc(-c2nc(CN3C(=O)c4ccccc4S3(=O)=O)no2)cc1 | -0.31 |
| CCCc1nccn1S(=O)(=O)c1cc(OC)c(Cl)cc1OC | -0.66 |

Nothing new here: entries from further up.
| canonical_smiles | Dicer inh |
| --- | --- |
| COc1ccc(-c2nc(CN3C(=O)c4ccccc4S3(=O)=O)no2)cc1 | -0.31 |
| CCCc1nccn1S(=O)(=O)c1cc(OC)c(Cl)cc1OC | -0.66 |

New compounds follow
| canonical_smiles | Dicer inh |
| --- | --- |
| Cc1nc(S(=O)(=O)Nc2ccc(S(=O)(=O)N3CCOCC3)cc2)cn1C | 0.11 |
| Cn1c(=O)c(/C=C/c2ccccc2F)nc2ccccc21 | -1.3 |
| O=C(O)C1CCN(C(=O)OCC2c3ccccc3-c3ccccc32)CC1 | 7.4 |
| Nc1nc(-c2ccc(Cl)cc2)c(-c2ccccc2)s1 | 0.25 |
| COc1ccccc1C(=O)Nc1cccc(Oc2c(F)c(F)c(F)c(F)c2F)c1 | -3.5 |
| Brc1ccc(C2Nc3cccc4cccc(c34)N2)cc1 | 5* |
| Cc1cc(NC(=O)c2cc3n(n2)C(C(F)(F)F)CC(c2ccco2)N3)n(-c2ccccc2)n1 (configuration not stated) | -1.1 |
| C=CCOc1ccc(C2C(C(=O)c3ccc(C)o3)=C(O)C(=O)N2Cc2cccnc2)cc1 (configuration not stated) | -0.93 |
| COc1ccc(CC(=O)c2ccc(OC)cc2O)cc1 | 1.7 |
| CCC(C)Nc1nc2c(c(=O)n(C)c(=O)n2C)n1CC(O)COc1ccccc1 (configuration not stated) | -1.4 |
| C=C(C)Cn1c(SCC(N)=O)nc2c(c1=O)C1(CCCC1)Cc1ccccc1-2 | 0.17 |
| COc1ccc(OC(C)c2nc(-c3ccc(OC)cc3)no2)cc1 (configuration not stated) | 0.76 |
| CN(C)c1ccc(C(O)C(=O)c2ccccc2)cc1 (configuration not stated) | -0.12 |
| O=c1c(-c2ccccc2)cnc2c(-c3ccccc3)c[nH]n12 | -0.35 |
| N#Cc1c(Cl)cccc1NC1CCSC1 (configuration not stated) | -0.1 |
| Clc1cccc(Cl)c1Cn1nnc(N2CCCCC2)n1 | 16 |

Overlap with the part before: 2 compounds, followed by the next part.
| canonical_smiles | Dicer inh |
| --- | --- |
| N#Cc1c(Cl)cccc1NC1CCSC1 (configuration not stated) | -0.1 |
| Clc1cccc(Cl)c1Cn1nnc(N2CCCCC2)n1 | 16 |
| Clc1cc(Cl)c2nc(N3CCCCC3)sc2c1 | -1.6 |
| CCOC(=O)CSc1nccc(-c2sc3scc(C)c3c2C)n1 | 0.17 |
| COc1ccc(C(C)=O)cc1CSc1nnc(-c2ccc(C(F)(F)F)cc2)n1Cc1ccco1 | 0.32 |
| Cc1cccc(Nc2nc(=O)[nH]nc2C)c1C | -0.15 |
| Cc1sc(N)nc1-c1ccc(CC(C)C)cc1 | -1.7 |
| CC(=O)OCCOCn1cnn2c(=O)c(Br)c(C)nc12 | 0.38 |
| CCOc1ccc(/C(O)=C2\C(=O)C(=O)N(c3nnc(C)s3)C2c2ccc(Cl)cc2)cc1 (configuration not stated) | -0.05 |
| COc1ccc(C2C(C#N)=C3N=C(N)c4ccccc4N3C3=C2C(=O)CCC3)c(OC)c1 (configuration not stated) | -0.62 |
| O=C(Cn1cc(C(=O)c2cccs2)c2ccccc21)NC1CCCC1 | 1.1 |
| CC(N)(Cc1cccc(O)c1)C(=O)O (configuration not stated) | 0.64 |
| O=C1NC(C2CC=CCC2)Nc2ccc([N+](=O)[O-])cc21 (configuration not stated) | -0.31 |
| CCOC(=O)N1CCc2c(sc3c2C(=O)NC(c2ccccc2O)N3)C1 (configuration not stated) | -3.6 |
| CSc1sc(Br)c2c1/C(=N\O)CC(C)(C)C2 | -0.55 |
| Cc1cc(Cl)ccc1N=C(N)NN | -0.12 |
| CCOc1ccc(NC(=O)C(=O)c2cc(Br)ccc2NC(C)=O)cc1 | 0.71 |
| CCN(CC)CCCCCCCCOC(=O)c1cc(OC)c(OC)c(OC)c1 | -0.22 |
| Cc1cc(NC(=O)c2sc3nc4c(c(-c5cccs5)c3c2N)CN(C)CC4)no1 | -7.7 |
| CCCCOc1cc(O)c2c(=O)cc(-c3ccccc3)oc2c1 | -0.66 |
| COc1cc(OC)cc(N2C(=O)CSCC2=O)c1 | -0.68 |
| Cc1ccc(-c2nnc3c4cnn(-c5cccc(C)c5)c4ncn23)cc1 | 0.2 |
| CC(C)(C)c1ccc(OCc2nc3ccccc3[nH]2)cc1 | -0.35 |
| CC(=O)c1ccccc1NC(C#N)c1ccccc1 (configuration not stated) | 0.8 |
| COC(=O)c1c(C)oc2ccc(OC(C)C(=O)O)cc12 (configuration not stated) | -0.16 |
| CCOC(=O)c1c(NC(=O)c2ccno2)c2cc([N+](=O)[O-])ccc2n1C | -0.22 |
| O=C(CN1CCN(c2ccccc2)CC1)N1N=C2c3ccccc3CCC2C1c1cccs1 (configuration not stated) | 1.1 |
| CC(C)(C)OC(=O)N[C@@H](CCCN=C(N)N)C(=O)O | -0.72 |
| CCOC(=O)C(CCC(=O)O)(CCC(=O)O)C(C)=O | -0.2 |
| CCOC(=O)/C(C)=N/Nc1ccc(C)c(C)c1 | 0.42 |
| CC1(C)OC(=O)C(=C2C3CC4CC(C3)CC2C4)C(=O)O1 | 0.37 |
| COC(=O)Nc1ccc(S(=O)(=O)N2CCC(C(=O)Nc3ccc4c(c3)OCO4)CC2)cc1 | 0.22 |
| O=C1NCCc2[nH]c(-c3ccncc3)cc21 | 0.49 |
| FC(F)(F)c1nnc2scc(-c3ccc(Cl)cc3)n12 | -0.77 |
| Cc1ccc(COC(CN2CCCCCC2)CN2CCCCCC2)cc1 | 2 |
| CCC(=O)NC(Nc1cc(C)ccn1)(C(F)(F)F)C(F)(F)F | -0.8 |
| O=C1CCCC(OC(=O)c2ccc(Cl)cc2)=C1Cl | -0.01 |
| CC(C)c1cc(Br)c(NC(=O)Nc2ccc3ccccc3n2)c(Br)c1 | -1.1 |
| CS/C(=N\S(=O)(=O)c1ccccc1)Nc1cccc(SC)c1 | 1.9 |
| Cn1c(=S)[nH]c2sc3c(c2c1=O)CCCC3 | -0.87 |
| O=C1C[C@H]2[C@H](CO)[C@@H](OC(=O)c3ccc(-c4ccccc4)cc3)C[C@H]2O1 | 1.9 |
| O=S(=O)(Nc1nccs1)c1ccc(Nc2nnc(-c3ccccc3)c3ccccc23)cc1 | -2.3 |
| CN(C)/C=N/c1nnc(Sc2nc3c(Cl)cc(Cl)cc3s2)s1 | -0.21 |
| CC(C)(C)c1ccc(-c2nc(OS(=O)(=O)c3ccc(Cl)cc3)nn2-c2ccccc2)cc1 | 0.22 |
| Cc1ccc(OCc2nn3c(-c4ccccc4Cl)nnc3s2)cc1 | -0.88 |
| COC(=O)c1c(NC(=O)CCCC(=O)O)sc2c1CCC(C)C2 (configuration not stated) | -1.3 |
| Cc1ccc(C(=O)CSC(=S)SC(C)(C)C)cc1 | -2.5 |
| O=S(=O)(Nc1c(F)cccc1F)c1ccc2c(c1)OCCO2 | -1.8 |
| Cc1cc(N/C=C2\C(=O)c3ccccc3N(C)S2(=O)=O)nc(C)n1 | 0.05 |
| COc1ccc(C2=NN(S(=O)(=O)c3ccc(C)cc3)C(c3cccc(OC)c3OC)C2)cc1OC (configuration not stated) | -0.65 |

Random excerpt: 6 compounds from above.
| canonical_smiles | Dicer inh |
| --- | --- |
| Cc1ccc(OCc2nn3c(-c4ccccc4Cl)nnc3s2)cc1 | -0.88 |
| COC(=O)c1c(NC(=O)CCCC(=O)O)sc2c1CCC(C)C2 (configuration not stated) | -1.3 |
| Cc1cc(N/C=C2\C(=O)c3ccccc3N(C)S2(=O)=O)nc(C)n1 | 0.05 |
| COc1ccc(C2=NN(S(=O)(=O)c3ccc(C)cc3)C(c3cccc(OC)c3OC)C2)cc1OC (configuration not stated) | -0.65 |
| CC(C)(C)c1ccc(-c2nc(OS(=O)(=O)c3ccc(Cl)cc3)nn2-c2ccccc2)cc1 | 0.22 |
| CN(C)/C=N/c1nnc(Sc2nc3c(Cl)cc(Cl)cc3s2)s1 | -0.21 |

Continuation:
| canonical_smiles | Dicer inh |
| --- | --- |
| CCOC(=O)NC(=S)Nc1ccsc1C(=O)OC | -0.36 |
| O=[N+]([O-])c1c(NCc2ccco2)ncnc1NCc1ccco1 | -0.06 |
| CCCCN(CCCC)CCC(O)c1cc2c(Cl)cc(Cl)cc2c2cc(C(F)(F)F)ccc12 (configuration not stated) | -0.99 |
| Cc1cc(C)nc(N2N=C(C(F)(F)F)CC2=O)n1 | 1.2 |
| Cc1cc(S(N)(=O)=O)c(Cl)cc1Cl | -1.7 |
| O=C1c2ccccc2-c2nnc(-c3ccc(Cl)cc3Cl)cc21 | -2 |
| O=C(O)CCS(=O)CCC(=O)O | -0.36 |
| COc1cc2c(cc1OC)C(C)N(C(=O)CCC(=O)O)CC2 (configuration not stated) | -2.5 |
| Cc1cc(C)c2c(-c3ccccc3)nn(-c3ccccc3)c2n1 | 0.09 |
| CO/N=C1\CC(C)(C)Cc2c(-c3ccn(C(C)=O)n3)sc(SC)c21 | 1.6 |
| O=[N+]([O-])c1cc(/C=N/Nc2ccccn2)cs1 | -3.7 |
| CC(C)n1c(SCC(=O)Nc2cc(Cl)cc(Cl)c2)nc2cc(C(F)(F)F)ccc21 | -0.56 |
| Cc1ccc(CC2CC(=O)N(c3nc(C)cc(C)n3)C2=O)cc1 (configuration not stated) | -0.19 |
| CCOC(=O)C(=O)Nc1cc(C)on1 | 1.2 |
| CCOc1nc2c(c(-c3ccco3)c1C#N)Cc1ccccc1-2 | 0.1 |
| Cc1ccc(CS(=O)(=O)c2ccc(C(F)(F)F)cn2)cc1 | 0.04 |
| Nc1nc(SCc2ccc(Cl)cc2)n[nH]1 | 0.27 |
| O=C(c1cccc(C(=O)N2CCc3ccccc32)c1)N1CCc2ccccc21 | 0.2 |
| CC(C)Sc1cc(C#N)c2cc(Br)ccc2n1 | -0.14 |
| COc1ccc(C2c3c(oc4cc(C)c(C)cc4c3=O)C(=O)N2c2nccs2)cc1OC (configuration not stated) | 0.58 |
| CNC(=S)NNC(=O)Cn1nc(C)c(Br)c1C | 1 |
| CS/C(NCc1cccs1)=C(\C#N)S(=O)(=O)c1ccc(Cl)cc1 | -0.81 |
| CCc1cc2c(C)cc(=O)oc2cc1OCC(=O)Nc1cccc(C)c1 | 0.33 |
| N=C(c1ccc(Cl)cc1)c1cc2ccccc2cn1 | -0.9 |
| CCOc1ccccc1C1C(C(=O)OCCSCC)=C(C)NC2=C1C(=O)CCC2 (configuration not stated) | 0.3 |
| O=C(O)CSc1nc2ccccc2c(=O)[nH]1 | 1.7 |
| Cc1nn(C)c(C)c1CNC(=O)c1cc2n(n1)C(C(F)(F)F)CC(c1ccc3c(c1)OCO3)N2 (configuration not stated) | -1.2 |
| COc1ccc(N2C(=O)C3ON(c4ccccc4)C(c4ccccc4O)C3C2=O)cc1 (configuration not stated) | -1.1 |
| CCOC(=O)c1c(NC(=O)C2C3CCC(O3)C2C(=O)O)sc2c1CCC(CC)C2 (configuration not stated) | 0.61 |
| O=C(Nc1ccc(Cl)cc1)Oc1ccc(-c2ccccc2)cc1 | -0.59 |
| O=C1NC(=Nc2ccccc2)SC1(CO)CO | 1 |
| Cn1c(-c2ccc3c(c2)OCO3)cnc1NCc1cc(Br)ccc1F | 0.13 |
| Cc1nc(N)c(C#N)c(-c2cccs2)c1C | -0.73 |
| Cc1c(C(c2ccccc2)c2c(C)n(C)n(-c3ccccc3)c2=O)c(=O)n(-c2ccccc2)n1C | 0.51 |
| O=C1c2oc3ccccc3c(=O)c2C(c2ccccc2F)N1Cc1ccc2c(c1)OCO2 (configuration not stated) | 0.48 |
| O=S(=O)(c1ccc2ccccc2c1)N1CC=C(c2ccccc2)CC1 | -0.32 |
| CC(Nc1nc2nonc2nc1NC(C)c1ccccc1)c1ccccc1 (configuration not stated) | 1.6 |
| CC(C)OC(=O)C1C2C=CC3(CN(c4cccc(Cl)c4)C(=O)C13)O2 (configuration not stated) | -1.3 |
| COc1ccc(NC(=O)Nc2cccc(Cl)c2Cl)c(OC)n1 | -0.73 |
| CCCc1cc(=O)[nH]c(SCC(N)=O)n1 | 2.7 |
| COC(=O)c1ccc(CNC(C)(C)C)o1 | 1.8 |
| CCOC(=O)CNC(=O)c1c(F)cccc1F | 0.49 |
| Brc1cn[nH]c1/C=N/Nc1nc(-c2ccccc2)cs1 | 3.2* |
| O=C(Oc1ccc2c(=O)c(Oc3ccccc3Br)coc2c1)N1CCOCC1 | 1 |
| O=C(NCCC1=CCCCC1)C1c2ccccc2Oc2ccccc21 | 2.5 |
| Cc1csc2ncnc(N/N=C/c3ccccc3Cl)c12 | 2.3 |
| Cc1c(NC(=O)Nc2ccc(S(N)(=O)=O)cc2)sc(=S)n1C | -0.14 |
| O=C1CC(NCC2CCCO2)C(=O)N1c1ccccc1 (configuration not stated) | -1.7 |
| Cc1cc(C)c(S(=O)(=O)Nc2ccc(F)cc2F)c(C)c1 | 0.56 |

The list is partial; count on the stated rates, not on these rows.
